FEN1 inhibitor: human FEN1 inhibition; P39748; Recombinant FEN1 flap cleavage, fluorescence, 15 min; Potency, µM (doses to about 114 µM), inactives show top-dose activity change, negative = inhibition, hits mostly inhibitors; hit rate 0.35% among 390,000; also: nearly all actives have a fitted effect of over 65% in size
Target sequence (P39748 whole entry, looked up): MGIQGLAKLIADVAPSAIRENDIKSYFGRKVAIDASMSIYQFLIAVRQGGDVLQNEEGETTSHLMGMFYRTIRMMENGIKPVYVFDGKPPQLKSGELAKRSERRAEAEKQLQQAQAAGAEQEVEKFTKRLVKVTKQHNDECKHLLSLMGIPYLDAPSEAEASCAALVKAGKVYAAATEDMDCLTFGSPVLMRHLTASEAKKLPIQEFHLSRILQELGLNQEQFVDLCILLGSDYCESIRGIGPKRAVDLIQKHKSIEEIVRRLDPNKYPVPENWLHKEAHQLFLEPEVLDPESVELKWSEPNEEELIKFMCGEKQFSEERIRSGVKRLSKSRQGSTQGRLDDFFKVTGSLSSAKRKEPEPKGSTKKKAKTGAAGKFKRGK
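Steps: FEN1 (10 nM) dispensed; compound added by pin tool; 15 min at room temperature; substrate added to 50 nM final; reads at 0 min and 15 min; data normalized and fitted (four-parameter Hill).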
TDP1 inh: TDP1 (human) enzyme inhibition; Potency, µM (titrated, usually from 130 µM), inactives show top-dose activity change, negative = inhibition, usual class: inhibitors; recombinant TDP1, AlphaScreen DNA substrate cleavage; hit rate 0.28% among 350,000; Q9NUW8; AID 485290; also: nearly all actives have a fitted effect of over 40% in size
Target sequence (Q9NUW8 whole entry, looked up): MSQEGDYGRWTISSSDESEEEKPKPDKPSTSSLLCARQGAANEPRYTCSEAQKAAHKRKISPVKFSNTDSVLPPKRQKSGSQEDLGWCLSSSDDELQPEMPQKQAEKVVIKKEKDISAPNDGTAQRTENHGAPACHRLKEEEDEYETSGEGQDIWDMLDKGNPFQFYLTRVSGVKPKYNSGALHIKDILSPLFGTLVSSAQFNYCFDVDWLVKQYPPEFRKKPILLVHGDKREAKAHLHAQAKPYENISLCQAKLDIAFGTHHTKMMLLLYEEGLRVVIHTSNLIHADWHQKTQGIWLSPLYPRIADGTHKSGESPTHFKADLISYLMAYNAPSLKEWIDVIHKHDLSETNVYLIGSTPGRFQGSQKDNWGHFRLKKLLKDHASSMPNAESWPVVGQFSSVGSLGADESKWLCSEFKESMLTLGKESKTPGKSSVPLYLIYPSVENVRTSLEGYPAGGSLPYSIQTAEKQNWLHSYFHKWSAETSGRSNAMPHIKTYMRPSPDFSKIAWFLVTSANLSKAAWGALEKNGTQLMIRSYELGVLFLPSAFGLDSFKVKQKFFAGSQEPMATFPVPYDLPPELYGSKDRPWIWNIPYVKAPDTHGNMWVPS
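Tdp1 1 nM final; 15 min RT w/ cpd; substrate 15 nM, 5 min; beads 10 ug/ml, 10 min; AlphaScreen read. Neg ctrl: no enzyme.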
N370S GC: inhibitors or activators of N370S glucocerebrosidase for Gaucher disease | P04062 | N370S GC spleen homogenate, 4MU-glucoside fluorescence | Potency, µM (series often up to 59.4 µM), for inactives: at the highest dose activity change, negative = inhibition, actives largely listed as inhibitors | hit rate 0.092% among 330,000 | AID 2101;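 also: 0% = full enzyme activity and -100% = no enzyme basal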
Numbers without * were called inactive; ? = inconclusive; nt = no result given; & = joins results of further samples; [ ] = dose if it differs, or a comment. Calls follow the shape of the dose curve; as a rule, active = well fitted curve in the direction sought with a large enough effect; inconclusive = small, poorly fitted or top-dose-only effect, or another doubt; inactive = no such curve, though single readings can be large; an effect the other way counts as inactive or inconclusive. Unless noted, % is scaled to controls: 0 for no effect and ±100 for the full control effect; potency is read from the fitted curve at half-maximal effect.

(1) Cc1cccc(Nc2nnc(-c3ccc(C(=O)N4C[C@H]5C[C@H](C4)c4cccc(=O)n4C5)cc3)c3ccccc23)c1
(2) CCn1ncc(Br)c1C(=O)Nc1ccn(C23CC4CC(CC(C4)C2)C3)n1
(3) COCCN(CCOC)c1ncnc2c1c(-c1ccccc1)cn2-c1ccc(C)c(Cl)c1
(4) COc1ccc(-n2nc(C(=O)NCc3ccc(F)cc3Cl)c3c4ccccc4n(C)c3c2=O)cc1Cl
(5) CC(C)c1ccc(C(=O)Nc2cc(-c3ccccc3F)nn2-c2ccccc2)cc1
(6) CC(=O)OCC(NC(=O)C(COCc1ccccc1)NC(=O)OC(C)(C)C)C1OC(n2cc(C)c(=O)[nH]c2=O)C(OC(C)=O)C1OC(C)=O (stereo not given)
(7) Cc1cc(C)cc(OCC(=O)OC(C)C(=O)Nc2c(C)n(C)n(-c3ccccc3)c2=O)c1 (stereo not given)
(8) CCN(CC)S(=O)(=O)c1ccc2oc(C(=O)NC3CCCc4ccccc43)c(C)c2c1 (stereo not given)

Assay by compound	1	2	3	4	5	6	7	8
FEN1 inhibitor	-3.4%	-10.2%	-17.1%	-8.0%	-21.1%	16.6%	6.4%	-16.2%
TDP1 inh	-2.0%	2.6%	-2.6%	7.0%	8.1%	5.0%	-4.4%[0.505 µM]	5.7%
N370S GC	7.3%	27.1%	nt	nt	nt	-4.1%	-0.1%	1.8%

(9) Cc1ccc([N+](=O)[O-])cc1N=C1C(=O)Nc2ccccc21
(10) CCC(C)(C)n1nnnc1C(c1cccs1)N1CCN(Cc2ccccc2)CC1 (stereo not given)
(11) Cc1oc(C(=O)O)cc1COc1cccc2cccnc12
(12) Cc1nnc(SCC(=O)N(Cc2ccccc2)C(C)C)n1-c1ccccc1
(13) CNC(=S)SCCOc1ccccc1C
(14) CCC(C)NS(=O)(=O)c1ccc(OCC(=O)N2CCCC2)cc1 (stereo not given)
(15) CSc1ccccc1NC(=O)Nc1ccccc1Cl
(16) COc1ccc2[nH]cc(CCNC(=O)Cc3ccc(F)cc3)c2c1

Assay by compound	9	10	11	12	13	14	15	16
FEN1 inhibitor	1.1%	-6.4%	?	1.6%	-4.5%	-9.8%	-1.7%	-7.8%
TDP1 inh	nt	3.1%	nt	-0.9%	5.3%	2.7%	4.8%	3.5%
N370S GC	-8.9%	-8.3%	1.9%	13.4%	9.9%	-4.2%	4.0%	-5.5%

(17) CN(Cc1ccccc1F)C(=O)CCNC(=O)c1ccc(C(C)(C)C)cc1
(18) COc1ccc([N+](=O)[O-])cc1NC(=O)c1csc(C)c1
(19) Nc1ccccc1Nc1cc(-c2ccccc2)nn1-c1ccccc1
(20) O=C(CNCC1CCCO1)N1CCN(S(=O)(=O)c2ccc3ccccc3c2)CC1 (stereo not given)
(21) COc1ccc(OC)c(NC(=O)Cn2c(-c3ccc(Cl)cc3)noc2=O)c1
(22) CCc1ccc(C(=O)c2cn(CC(=O)Nc3ccc(Cl)cc3)c3cc4c(cc3c2=O)OCO4)cc1
(23) COc1ccccc1C(=O)NCC(c1ccc(N(C)C)cc1)N1CCc2ccccc21 (stereo not given)
(24) O=S(=O)(c1ccc(F)cc1)N1CCC(N2CCCC2)CC1

Assay by compound	17	18	19	20	21	22	23	24
FEN1 inhibitor	9.9%	9.9%	0.9%	-2.4%	-6.6%	-16.0%	15.5%	14.1%
TDP1 inh	0.3%	-0.9%	7.0%	-1.1%	-2.9%	1.3%	11.2%	-3.3%
N370S GC	nt	1.8%	-3.0%	-9.1%	2.9%	nt	nt	4.3%

Reformatted: 2 of the compounds above
entry	SMILES	FEN1 inhibitor	TDP1 inh	N370S GC
22	CCc1ccc(C(=O)c2cn(CC(=O)Nc3ccc(Cl)cc3)c3cc4c(cc3c2=O)OCO4)cc1	-16.0%	1.3%	nt
23	COc1ccccc1C(=O)NCC(c1ccc(N(C)C)cc1)N1CCc2ccccc21 (stereo not given)	15.5%	11.2%	nt

Later entries:
(25) O=C(O)c1ccc(-c2ccccc2Cl)o1
(26) Cc1nn(-c2nc3ccccc3s2)c(N)c1-c1ccccc1
(27) CCCC(=O)Nc1ccc(N2CCN(S(C)(=O)=O)CC2)cc1
(28) C/C(O)=C\c1nc2ccccc2oc1=O
(29) CCN1CCN(CCOc2ccccc2-c2ccccc2)CC1
(30) CCCCC(O)(c1ccc(OC)cc1)C(CN1CCOCC1)c1ccccc1 (stereo not given)
(31) Cn1c(=O)c2c(ncn2CC(COCc2ccccc2)OCc2ccccc2)n(C)c1=O (stereo not given)
(32) CC(=O)c1cccc(NC(=O)/C(=C\c2cccnc2)NC(=O)c2ccco2)c1

Assay by compound	25	26	27	28	29	30	31	32
FEN1 inhibitor	-1.8%	-1.3%	-7.0%	-5.4%	4.5%	-17.3%	17.1%	4.1%
TDP1 inh	3.8%	4.3%	0.0%	2.0%	-10.1%	nt	-5.0%	-2.7%
N370S GC	-1.0%	-10.0%	13.1%	-10.2%	-25.5%	-7.3%	-20.6%	-5.7%

(33) Cn1nnc2cc(C(=O)Nc3ccc(Cl)cc3)ccc21
(34) COc1ccc(C(=O)NC2CCCc3c2cnn3-c2ccccc2F)o1 (stereo not given)
(35) CCOc1ccc(CN(C(=O)c2ccccn2)c2ccc(OC)c(Cl)c2)cc1
(36) Cc1ccc(CNC(=O)C2CCC(=O)N(CCc3ccccn3)C2)s1 (stereo not given)
(37) CN(C=C1C(=O)CC(C)(C)CC1=O)CCN1CCNCC1
(38) O=C(O)CCc1ccc(-c2ccccc2)n1NC(=O)c1cccs1
(39) CCCN(CCC(=O)Nc1cc(OC)cc(OC)c1)CC1CC1
(40) COc1ccc2c(c1)c(/C=N/Nc1nc3ccccc3[nH]1)c(C)n2C

Assay by compound	33	34	35	36	37	38	39	40
FEN1 inhibitor	0.0%	8.7%	-2.0%	8.2%	4.4%	17.1%	3.8%	11.7%
TDP1 inh	2.4%	4.0%	5.9%[0.0935 µM]	2.5%	0.0%	3.6%	-1.1%	12.8%
N370S GC	-0.5%	3.6%	-17.9%	-4.4%	-9.1%	0.0%	5.6%	?

(41) O=c1ccc2cc(S(=O)(=O)N3CCN(c4ccccc4F)CC3)ccc2[nH]1
(42) Cc1ccc(S(=O)(=O)CCc2nc3ccccc3[nH]2)cc1C
(43) Clc1ccc2c(c1)-n1cc(-c3ccccc3)nc1CO2
(44) Cc1cc([N+](=O)[O-])nn1CC(=O)Nc1ccc(F)cc1
(45) NS(=O)(=O)c1cc(C2(O)NC(=O)c3ccccc32)ccc1Cl (stereo not given)
(46) COc1ccc(-n2nnnc2SCC(=O)Nc2ccccc2)cc1
(47) COc1ccc(-n2nnnc2SCC(=O)N2CCN(C(=O)c3ccco3)CC2)cc1OC
(48) CCCC(NS(=O)(=O)c1ccc(C)cc1)C(=O)O (stereo not given)

Assay by compound	41	42	43	44	45	46	47	48
FEN1 inhibitor	-0.8%	3.0%	-8.2%	5.6%	-10.3%	-3.2%	1.6%	1.8%
TDP1 inh	nt	2.7%	4.5%	3.7%	9.6%[56.1 µM]	2.0%	7.9%	1.0%
N370S GC	-26.4%	-4.4%	nt	3.7%	12.9%&-16.0%	4.5%	2.9%	-3.5%

3 compounds from above, ordered by the number in TDP1 inh, low to high:
entry	canonical_smiles	TDP1 inh	N370S GC
48	CCCC(NS(=O)(=O)c1ccc(C)cc1)C(=O)O (stereo not given)	1.0%	-3.5%
44	Cc1cc([N+](=O)[O-])nn1CC(=O)Nc1ccc(F)cc1	3.7%	3.7%
47	COc1ccc(-n2nnnc2SCC(=O)N2CCN(C(=O)c3ccco3)CC2)cc1OC	7.9%	2.9%

More entries follow.
(49) Nc1ccccc1N
(50) O=C(CSc1nc2ccccc2o1)Nc1nc(-c2ccccc2)c(-c2ccccc2)s1
(51) CN(C)c1ccc(CNC2C3CC4CC(C3)CC2C4)cc1 (stereo not given)
(52) CCOC(=O)CNc1c(-c2ccccc2)nc2ccc(Cl)cn12
(53) CC1CCN(S(=O)(=O)c2ccc3c(c2)CCN3C(=O)Nc2ccccc2Br)CC1
(54) CC(=O)O[C@@H]1CC2C(C)(C)C(=O)C=C[C@]2(C)C2CC[C@]3(C)C(=CC[C@H]3C3CO[C@@H](C(C)(C)O)[C@H](O)C3)[C@@]21C (stereo not given in full)
(55) O=C(NNc1cccc(Cl)n1)c1ccc(Cl)nc1
(56) Cn1cccc1C1CCCN1CC(=O)Nc1ccc(C(N)=O)cc1 (stereo not given)

Assay by compound	49	50	51	52	53	54	55	56
FEN1 inhibitor	-20.2%	0.5%	1.1%	-0.9%	8.7%	nt	6.6%	20.9%
TDP1 inh	15.5%	2.6%	7.1%	3.8%	0.0%	5.6%	-0.6%	0.7%
N370S GC	1.7%	4.1%	-1.9%	6.6%	nt	9.0%	-2.9%	nt

(57) Cc1ccc(CNc2ncnc3c2cnn3-c2ccc(Cl)cc2)cc1
(58) O=C(OCc1ccccc1C(F)(F)F)c1cc([N+](=O)[O-])ccc1N1CCOCC1
(59) O=C(CSc1n[nH]c(=O)[nH]c1=O)NC1CCCCC1
(60) Cc1noc(C)c1COc1ccc(C(=O)NCc2cccs2)cc1
(61) COc1ccc(-c2cc(OC(=O)c3ccccc3)c3c(C)oc(C)c3c(=O)c2)cc1OC
(62) O=C(N/N=C\c1cccc(Br)c1)c1ccccc1-n1cccc1
(63) COc1ccc(CC(=O)NC(C)(C)CC(C)=O)cc1OC
(64) CCOc1ccc(NC(=O)C2CC(=O)N(C)C(=Nc3ccc4c(c3)OCO4)S2)cc1 (stereo not given)

Assay by compound	57	58	59	60	61	62	63	64
FEN1 inhibitor	-8.1%	-0.9%	15.3%	-4.9%	?	?	-4.1%	-8.5%
TDP1 inh	4.7%	4.8%	-7.5%	-0.3%	6.1%	7.0%	3.4%	4.8%
N370S GC	nt	?	13.8%	nt	nt	6.0%	5.4%	-12.5%

Ordered by number of heavy atoms (falling): some entries from above
(64) CCOc1ccc(NC(=O)C2CC(=O)N(C)C(=Nc3ccc4c(c3)OCO4)S2)cc1 (stereo not given)
(58) O=C(OCc1ccccc1C(F)(F)F)c1cc([N+](=O)[O-])ccc1N1CCOCC1
(59) O=C(CSc1n[nH]c(=O)[nH]c1=O)NC1CCCCC1

Assay by compound	64	58	59
FEN1 inhibitor	-8.5%	-0.9%	15.3%
TDP1 inh	4.8%	4.8%	-7.5%
N370S GC	-12.5%	?	13.8%

As entered above.
FEN1 inhibitor with entry 46 : -3.2%
FEN1 inhibitor with entry 4 : -8.0%
N370S GC with entry 13 : 9.9%
TDP1 inh with entry 56 : 0.7%

The list continues:
(65) CCOC(=O)Cc1csc(NC(=O)CSc2nnc(-n3nc(C)cc3C)c3ccccc23)n1
(66) Cc1ccc(C(N)=O)cc1S(=O)(=O)Nc1cccc(C)c1C
(67) CCOC(=O)C1=C(N)Oc2cc(O)ccc2C1c1ccc([N+](=O)[O-])cc1 (stereo not given)
(68) O=C(NCc1ccco1)c1cnn2c(C(F)(F)F)cc(-c3cccs3)nc12
(69) Cc1cccc(C)c1OCC(=O)NNC(=O)CCCn1c(=O)oc2ccccc21
(70) COc1ccc(C2(CNC(=O)c3ccc(C)cc3)CCOCC2)cc1
(71) CCNC(=S)NN=C1CCC(C(C)(C)C)CC1 (stereo not given)
(72) C=CCC[C@H](Cc1ccc(F)cc1)C(=O)OC[C@@H]1CCCN1C(=O)[C@@H](CC=C)CC(=O)NCCO

Assay by compound	65	66	67	68	69	70	71	72
FEN1 inhibitor	-9.8%	8.5%	-27.2%	-10.8%	-3.8%	1.2%	1.5%	0.8%
TDP1 inh	1.0%	0.0%	0.0%	2.1%	-5.5%	1.2%	3.3%	1.3%
N370S GC	8.4%	-1.2%	8.8%	4.6%	nt	6.3%	1.1%	nt

(73) COc1ccccc1NC(=O)c1cc(C(=O)Nc2ccccc2OC)cc(N2C(=O)CCC2=O)c1
(74) O=C(O)/C=C/c1ccc([N+](=O)[O-])o1
(75) O=C(Nc1nnc(S(=O)(=O)N2CCCc3ccccc32)s1)c1cccc(F)c1
(76) Cc1ccc(Cl)cc1N1CCN(CCCNC(=O)C2COc3ccccc3C2)CC1 (stereo not given)
(77) COc1ccc(Cl)cc1NC(=O)c1cc(S(=O)(=O)N2CCC(C)CC2)cn1C
(78) NC(=O)C1CCCN(C(=O)c2ccc(NC(=O)c3cccs3)cc2)C1 (stereo not given)
(79) O=C(COC(=O)/C=C/c1ccc2c(c1)OCO2)Nc1ccccc1
(80) Cc1ccc(-c2nnn(CC(=O)N(c3ccccc3)C(C(=O)NCC3CCCO3)c3cccs3)n2)o1 (stereo not given)

Assay by compound	73	74	75	76	77	78	79	80
FEN1 inhibitor	2.6%	-18.8%	18.8%	-3.9%	-4.1%	-1.0%	-5.4%	-0.2%
TDP1 inh	5.6%	31.6µM*	0.0%	1.8%	6.5%	1.0%	0.5%	-5.3%
N370S GC	6.3%	-11.1%	nt	nt	nt	nt	-25.6%	10.7%

Bioassay records from PubChem.
